# GalR3 antag = antagonists of human GalR3; O60755; HEK293 GalR3-CNG cAMP membrane potential fluorescence; galR3 body fused to GalR1 C-terminus; inhibition, % at 3 µM; 0.44% of 360,000 active;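 active = inhibition above the screen-wide average plus 3 SD, cut at about 13% in these data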;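 also: forskolin and galanin both at EC90 stimulate the cells; cAMP rise reported by CNG channel membrane potential dye signal; 0% = forskolin plus galanin with DMSO and 100% = forskolin alone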
# V1aR counter = counter-screen for oxytocin receptor agonists: human V1a receptor agonists | P37288 | CHO-V1R cells, Fluo-8 calcium fluorescence, agonist mode; 0% DMSO, 100% 3 nM vasopressin | activation, % at 3 µM | 0.25% of 320,000 active | AID 2797;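 active = activation above the mean activation of all tested compounds plus 3 SD, per screening run, cut at about 20% in these data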;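 also: signal is peak over basal fluorescence ratio across a 100 second FLIPR read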
# Target sequence (P37288 whole entry, looked up): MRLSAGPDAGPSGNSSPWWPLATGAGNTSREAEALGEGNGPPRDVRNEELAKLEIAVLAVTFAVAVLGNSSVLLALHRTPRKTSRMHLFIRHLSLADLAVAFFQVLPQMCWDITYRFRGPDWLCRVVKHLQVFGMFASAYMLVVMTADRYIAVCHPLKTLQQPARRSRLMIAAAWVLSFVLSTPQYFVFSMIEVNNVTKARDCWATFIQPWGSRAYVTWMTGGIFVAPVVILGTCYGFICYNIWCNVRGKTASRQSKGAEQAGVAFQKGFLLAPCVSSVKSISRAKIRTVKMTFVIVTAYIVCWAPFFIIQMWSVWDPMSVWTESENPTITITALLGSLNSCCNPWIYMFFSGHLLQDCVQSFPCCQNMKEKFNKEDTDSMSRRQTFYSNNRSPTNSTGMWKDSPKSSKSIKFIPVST
# OXTR potentiate = potentiators of human oxytocin receptor; P30559; CHO-OTR cells, Fluo-8 calcium fluorescence, potentiator mode; 0% = oxytocin EC15, 100% = EC100; activation, % at 3 µM; 0.061% of 320,000 active; AID 2445;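 active = activation above that plate's cutoff, the mean activation of tested compounds plus 3 SD, cut at about 6.6% in these data, passing the limit was not always enough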;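 also: 100% uses oxytocin at 75 nM as the full agonist control; some results filed as inactive read as strong as hits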
# Target sequence (P30559 whole entry, looked up): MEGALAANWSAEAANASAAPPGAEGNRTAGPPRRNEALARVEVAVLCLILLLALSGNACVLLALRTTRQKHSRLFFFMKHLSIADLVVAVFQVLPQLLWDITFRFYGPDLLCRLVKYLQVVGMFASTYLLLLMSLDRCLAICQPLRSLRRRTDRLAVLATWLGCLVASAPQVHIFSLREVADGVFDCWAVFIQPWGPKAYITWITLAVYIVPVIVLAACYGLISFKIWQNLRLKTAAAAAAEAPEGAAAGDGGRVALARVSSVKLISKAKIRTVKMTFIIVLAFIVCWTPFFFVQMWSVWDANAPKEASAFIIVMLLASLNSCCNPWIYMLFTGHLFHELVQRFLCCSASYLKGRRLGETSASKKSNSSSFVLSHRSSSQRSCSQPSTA
#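 Replication – single well per compound, singlicate · Assay system – CHO cell line stably expressing human OTR · Timing – 6 min pre-incubation, 100 s read · Measure – normalized max/min fluorescence ratio, % activation · Doses – 3.0 µM, one dose · Detection – Fluo-8 calcium dye fluorescence · Probe or stimulus – oxytocin near EC15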
# OXTR agonist = activates the human oxytocin receptor; P30559; activation, % at 3 µM; CHO-OTR cells, Fluo-8 calcium fluorescence; normalized: DMSO 0%, oxytocin 100%; 0.32% of 320,000 active;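 active = activation above the mean of all tested compounds plus 3 SD, cutoff set per screening run, cut at about 20% in these data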;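 also: peak over basal fluorescence ratio from a 100 s FLIPR kinetic read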
# MEKK2wt PB1 HTS = raises or lowers MEK5 binding to wildtype human MEKK2 PB1 domain | 1.1% of 290,000 active | bead flow cytometry, Alexa488-MEK5 binding to MEKK2 WT; actives lie on both sides | binding response (% of control), % at 10 µM | Q9Y2U5; in the data active = binding response below about 67% or above about 130%
# NALP1 inh = inhibitors of NALP1 inflammasome in yeast | S. cerevisiae NALP1/ASC/caspase-1 growth, X-gal OD620, 72 h | inhibition, % at 10 µM | 0.61% of 280,000 active | AID 2071; in the data active = inhibition mostly above about 24%, no sharp cut-off; inactive = mostly below about 32%; also: some compounds called inactive have numbers as strong as hits
# PfM18AAP inh = PfM18AAP enzyme inhibition; recombinant PfM18AAP, H-Glu-NHMec fluorogenic cleavage; 1.2% of 290,000 active; inhibition, % at 7.35 µM;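 active = inhibition above the campaign mean inhibition over all tested compounds plus 3 SD, cut at about 28% in these data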;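 also: 0% = plate median of test compound wells and 100% = 2 mM ZnCl2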
# MEKK2mut PB1 HTS = signal of MEK5 binding to mutant human MEKK2 PB1 domain; bead flow cytometry, Alexa488-MEK5 binding to MEKK2 mutant; percent response, % at 10 µM; 0.35% of 290,000 active; AID 1530; in the data active = percent response above about 24%, passing the limit was not always enough; also: inactives centre near 1; some results filed as inactive read as strong as hits
# GPR7 antag = human neuropeptides B/W receptor 1 antagonism. P48145. AID 1861. GPR7-expressing cells, fluorescence antagonist assay. 1.1% of 290,000 active. inhibition, % at 4.4 µM; in the data active = inhibition above about 16%, passing the limit was not always enough;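 also: cells stimulated with the agonist NPW; 0% = agonist with vehicle and 100% = vehicle without agonist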
# Active calls of the source: *; . = not tested or not shown.
# Fields – GalR3 antag	V1aR counter	OXTR potentiate	OXTR agonist	MEKK2wt PB1 HTS	NALP1 inh	PfM18AAP inh	MEKK2mut PB1 HTS	GPR7 antag
1	COc1ccc(CCNC(=O)Cn2c(=O)n(-c3ccc(F)cc3F)c(=O)c3sccc32)cc1OC
 : 9	-0.3	4	-2.2	79	5	5	-11	-15
2	Cc1ccc(-c2nnn(CCC(=O)NC3CCCC3)n2)cc1
 : -7	1.3	-4	-0.2	108	26	0	6	-6
3	CC(=O)CC(C)(C)n1nnc(-c2ccccc2)n1
 : 0	0.1	-1	-1.8	103	5	3	3	1
4	O=c1ccc2cc(S(=O)(=O)Nc3ccc(F)cc3)ccc2o1
 : 4	4.6	-19	8.3	118	-5	4	11	-2
5	NC(=O)c1ccsc1NC(=O)COC(=O)Cc1c[nH]c2ccccc12
 : -7	11	-21	12	.	.	.	.	.
6	O=C(CSc1nc(-c2cccs2)cc(C(F)(F)F)n1)NCc1ccco1
 : -6	-1.4	-3	-2.1	94	.	10	-6	-1
7	CN(C)NC(=O)c1ccsc1NC(=O)c1ccc(S(=O)(=O)N2CCCC2)cc1
 : -7	1.2	-5	1.4	100	.	2	5	-2
8	OCC[C@@H]1C[C@H](O)[C@@H](O)[C@]2(CCc3ccccc3CO2)O1
 : -2	0.2	-1	-0.8	94	35	-3	-9	4
9	CC(=O)O[C@H]1CC[C@@]2(C)[C@@H](CC[C@H]3[C@@H]4CC[C@H](C(C)O)[C@@]4(C)CC(=O)[C@@H]32)C1 (some centres not stated)
 : -7	-0.3	-2	0.4	.	.	.	.	.
10	C[C@H](N)c1nnc(SCc2c(Cl)cccc2Cl)o1
 : -3	-0.3	-3	-0.2	97	37	-5	-3	-7
11	COc1cccc(CNc2ccc3[nH]c(=O)[nH]c3c2)c1OCc1ccccc1F
 : -8	2.0	-3	1.7	101	30	-58	5	-19
12	O=C(Nc1ccc(-c2nnn(CC(=O)N3CCN(C(=O)c4ccco4)CC3)n2)cc1)c1ccccc1F
 : -8	1.2	-10	0.2	94	21	-9	-6	5
13	COc1ccccc1CCC(=O)NCCCn1ccc2ccccc21
 : -11	0.3	-10	-0.1	93	-10	-7	-8	3
14	Cc1ccc(NC(=O)NC(=O)CN2CCC(C(N)=O)CC2)c(C)c1
 : -4	-0.1	2	0.6	.	.	.	.	.
15	COc1ccc(OC)c2sc(N(CCN(C)C)C(=O)c3ccc4ccccc4c3)nc12
 : -4	0.7	-2	-0.1	134	36	-8	11	-2
16	CCOc1ccc(N2C(=O)Nc3ccccc3C2(O)C(=O)N2CCN(c3ccccn3)CC2)cc1 (configuration not stated)
 : -7	0.3	8	-0.8	94	14	4	-3	-7
17	Cc1ccc(Cn2ccc(NC(=O)c3cc(-c4cccc(Cl)c4)on3)n2)cc1
 : .	7.6	2	0.9	108	2	-8	5	-10
18	CNc1nc(N)c([N+](=O)[O-])c(NCc2ccccc2)n1
 : 0	1.0	6	1.2	92	21	6	-6	-8
19	Cc1ccc(C(=O)C2=C(O)C(=O)N(Cc3cccnc3)C2c2cccc([N+](=O)[O-])c2)o1 (configuration not stated)
 : 0	1.6	0	-0.5	97	25	5	-3	-13
20	Cc1ccc(S(=O)(=O)Oc2ccc(/C=C(/NC(=O)c3ccccc3)C(=O)NCCCC(=O)O)cc2)cc1
 : 5	-0.6	-14	0.2	93	17	-2	-12	10
21	Cc1c(NC(=O)c2cccs2)cccc1-c1nc2ccccc2s1
 : -6	4.2	-2	5.7	101	28	-6	3	33*
22	COc1cccc(N2CC(NS(=O)(=O)c3ccc4ccccc4c3)CC2=O)c1 (configuration not stated)
 : -3	3.7	-15	2.7	.	.	.	.	.
23	CSc1nc(Cl)c(Cc2ccc(OC(C)C)cc2)c(N2CCOCC2)n1
 : -6	-0.4	-19	-1.9	97	16	-4	-2	-7
24	O=C(Nc1cc(F)ccc1F)c1ccc(-n2cncn2)c([N+](=O)[O-])c1
 : -4	0.8	-9	2.1	.	.	.	.	.
25	CCCN1CCC(N2CCN(c3cccc(C(F)(F)F)c3)CC2)CC1
 : -8	0.6	-2	1.1	103	4	5	4	-7
26	COc1cc(C)c(C)cc1S(=O)(=O)N1CCN(Cc2ccccc2)CC1
 : 2	-0.7	5	-1.5	95	10	-8	-8	-9
27	Cc1ccc(S(=O)(=O)NC(=NC(C)C)c2ccccc2)cc1
 : 0	-0.1	5	-0.2	93	2	1	-6	5
28	COC(=O)C1=C(C)NC(C)=C(C(=O)OCC2CCCO2)C1c1cccc(Br)c1 (configuration not stated)
 : -3	-1.2	-8	-0.8	104	2	-2	6	-21
29	O=C1c2ccccc2C(=O)N1C/C=C/CN1C(=O)c2ccccc2C1=O
 : .	.	.	.	104	15	-2	0	0
30	CC(C)CC(=O)Nc1ccnn1C1CCN(C(=O)c2ccccc2F)CC1
 : 2	-1.0	-4	-0.3	105	19	-4	4	-5

# 2 compounds from above, showing only OXTR potentiate and V1aR counter:
No. | SMILES | OXTR potentiate | V1aR counter
2 | Cc1ccc(-c2nnn(CCC(=O)NC3CCCC3)n2)cc1 | -4 | 1.3
3 | CC(=O)CC(C)(C)n1nnc(-c2ccccc2)n1 | -1 | 0.1

# Next section.
# Fields – GalR3 antag	V1aR counter	OXTR potentiate	OXTR agonist	MEKK2wt PB1 HTS	NALP1 inh	PfM18AAP inh	MEKK2mut PB1 HTS	GPR7 antag
31	C[C@@H](C(=O)O)[C@@H]1C[C@@]1(C)[C@@H](NC(=O)OCc1ccccc1)c1ccccc1
 : -3	0.8	-4	0.2	98	22	-3	2	8
32	CCCS(=O)(=O)N1CCCC(C(=O)N2CCC(Cc3ccccc3)CC2)C1 (configuration not stated)
 : -4	0.8	-8	-1.0	98	9	5	0	1
33	Cc1cc2oc3ccc(NCCCN4CCOCC4)cc3c(=O)c2cc1C
 : -6	1.2	-5	0.5	144*	.	.	14	.
34	COc1ccc(C2CC(=O)C=C(NCc3ccccc3)C2)cc1 (configuration not stated)
 : -6	0.3	-5	0.8	102	5	5	4	-1
35	CN1CCN(c2nc(-c3cccnc3)nc3scc(-c4ccccc4)c23)CC1
 : -6	0.3	0	0.4	115	14	-4	2	-3
36	CC(C)=CCCC1=CCC(/C=N/NC(N)=O)C(C)C1 (configuration not stated)
 : 3	3.2	-9	1.8	103	35	-2	2	-12
37	COC(=O)CN(Cc1ccco1)S(=O)(=O)c1ccccc1
 : 4	0.4	-6	-0.8	84	12	-6	-17	-17
38	COc1ccccc1N1CC(C)C(=O)NC1=S (configuration not stated)
 : -1	1.5	-7	0.9	107	18	-12	-2	-5
39	COc1ccc(NS(=O)(=O)c2cc(C(=O)N3CCN(C/C=C/c4ccccc4)CC3)ccc2C)cc1
 : -5	8.5	-8	5.8	.	.	.	.	.
40	Cc1ccc(C2(C)NC(=O)N(CC(=O)c3ccc(Cl)s3)C2=O)cc1 (configuration not stated)
 : -11	11	-10	15	105	28	-1	-1	7
41	COc1ccc(C2=NN(C(=O)c3cccnc3)C(c3ccccc3)C2)cc1 (configuration not stated)
 : -1	-1.8	-1	-2.5	101	14	0	9	-5
42	O=C(c1ccco1)N1CCN(C(c2coc3ccc(Cl)cc3c2=O)c2nnnn2C2CCCC2)CC1 (configuration not stated)
 : 1	1.7	3	0.3	96	.	-5	2	-7
43	S=c1[nH]nc(-c2ccc(Cl)cc2)n1/N=C/C=C/c1ccco1
 : -6	-1.0	-7	-2.9	108	-3	16	3	-13
44	N#Cc1ccc(OCC(=O)Nc2ccncc2)cc1
 : -8	2.4	-7	0.4	95	17	-5	-8	-12
45	COc1cc(NC(=O)COC(=O)[C@@H]2CCCN2S(=O)(=O)c2ccc(Cl)cc2)cc(OC)c1OC
 : 5	7.5	-9	7.6	106	14	10	8	-14
46	N#C/C(=C(/O)CN1C(=O)c2ccccc2C1=O)c1nc2ccccc2[nH]1
 : 0	-1.5	3	-1.6	102	-11	-5	-2	-6
47	Cc1ccc(N2CCN(C(=O)N3CCCC3)CC2)cc1Cl
 : -7	0.1	-11	0.0	110	15	-1	8	-6
48	O=C(O)Cn1c(COc2ccc(Cl)cc2)nc2ccccc21
 : 1	-0.9	-4	0.0	102	4	-3	8	-12
49	O=C(O)CN1C(=O)NC2(CCc3ccccc32)C1=O (configuration not stated)
 : 1	-0.4	-1	1.4	95	12	-8	-5	6
50	CN(Cc1cnccn1)Cc1nc(Cc2ccccc2F)no1
 : 3	0.0	-15	-0.2	109	18	4	6	-13
51	COc1ccc([C@H]2CC(=O)C=C(c3cc(C=O)ccc3OC)C2)cc1
 : -4	0.9	-6	0.0	.	.	.	.	.
52	c1ccc(CCn2nnnc2C(c2cccs2)N2CCOCC2)cc1 (configuration not stated)
 : 5	-1.1	-17	-0.2	98	14	.	3	.
53	CCOC(=O)c1c(N)sc(C(=O)N(C)C)c1C
 : -1	0.6	-11	-0.5	105	5	-4	-3	-13
54	O=C1C=C(c2ccc(F)cc2OCc2ccccc2)C[C@@H](c2ccc(F)cc2)C1
 : -6	0.7	-2	1.1	.	.	.	.	.
55	O=C1CC(=C(c2ccccc2)c2ccccc2)C(=O)N1CCCCN1CCN(c2ccccc2)CC1
 : -9	-2.0	-6	-2.9	116	4	0	5	-2
56	O=C(Nc1ccc(S(=O)(=O)N2CCCCCC2)cc1)c1c(F)cccc1F
 : -1	4.0	-13	0.1	100	14	-12	3	7
57	O=C(NC(=S)NCCc1ccccn1)c1ccccc1
 : -9	0.5	0	0.3	91	-13	2	-12	-2
58	CN(C(=O)Cn1nc(C(=O)O)c2ccccc2c1=O)c1ccccc1
 : -1	1.0	-2	0.4	101	4	-1	1	3
59	COc1cc(CNCCNC(=O)c2nonc2N)ccc1OCc1ccc(Cl)cc1
 : -8	11	-35	18	133	7	-9	7	14

# Molecules from the list above that contain a thiophene ring, fused or not:
# Fields – GalR3 antag	V1aR counter	OXTR potentiate	OXTR agonist	MEKK2wt PB1 HTS	NALP1 inh	PfM18AAP inh	MEKK2mut PB1 HTS	GPR7 antag
1	COc1ccc(CCNC(=O)Cn2c(=O)n(-c3ccc(F)cc3F)c(=O)c3sccc32)cc1OC
 : 9	-0.3	4	-2.2	79	5	5	-11	-15
5	NC(=O)c1ccsc1NC(=O)COC(=O)Cc1c[nH]c2ccccc12
 : -7	11	-21	12	.	.	.	.	.
6	O=C(CSc1nc(-c2cccs2)cc(C(F)(F)F)n1)NCc1ccco1
 : -6	-1.4	-3	-2.1	94	.	10	-6	-1
7	CN(C)NC(=O)c1ccsc1NC(=O)c1ccc(S(=O)(=O)N2CCCC2)cc1
 : -7	1.2	-5	1.4	100	.	2	5	-2
21	Cc1c(NC(=O)c2cccs2)cccc1-c1nc2ccccc2s1
 : -6	4.2	-2	5.7	101	28	-6	3	33*
35	CN1CCN(c2nc(-c3cccnc3)nc3scc(-c4ccccc4)c23)CC1
 : -6	0.3	0	0.4	115	14	-4	2	-3
40	Cc1ccc(C2(C)NC(=O)N(CC(=O)c3ccc(Cl)s3)C2=O)cc1 (configuration not stated)
 : -11	11	-10	15	105	28	-1	-1	7
52	c1ccc(CCn2nnnc2C(c2cccs2)N2CCOCC2)cc1 (configuration not stated)
 : 5	-1.1	-17	-0.2	98	14	.	3	.
53	CCOC(=O)c1c(N)sc(C(=O)N(C)C)c1C
 : -1	0.6	-11	-0.5	105	5	-4	-3	-13

# High-throughput results (PubChem BioAssay)
